TbREL1 inh: TbREL1 inhibition, primary screen; inhibition, % at 9.66 µM; TbREL1 RNA ligation, FRET fluorescence; P86926; 89,000 compounds, 0.49% hits; AID 1117264;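 active means inhibition above the mean inhibition across all screened compounds plus 3 SD, cut at about 11% in these data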;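 further: 0% = plate median of test wells and 100% = NSC42067 control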
Target sequence (P86926 whole entry, looked up): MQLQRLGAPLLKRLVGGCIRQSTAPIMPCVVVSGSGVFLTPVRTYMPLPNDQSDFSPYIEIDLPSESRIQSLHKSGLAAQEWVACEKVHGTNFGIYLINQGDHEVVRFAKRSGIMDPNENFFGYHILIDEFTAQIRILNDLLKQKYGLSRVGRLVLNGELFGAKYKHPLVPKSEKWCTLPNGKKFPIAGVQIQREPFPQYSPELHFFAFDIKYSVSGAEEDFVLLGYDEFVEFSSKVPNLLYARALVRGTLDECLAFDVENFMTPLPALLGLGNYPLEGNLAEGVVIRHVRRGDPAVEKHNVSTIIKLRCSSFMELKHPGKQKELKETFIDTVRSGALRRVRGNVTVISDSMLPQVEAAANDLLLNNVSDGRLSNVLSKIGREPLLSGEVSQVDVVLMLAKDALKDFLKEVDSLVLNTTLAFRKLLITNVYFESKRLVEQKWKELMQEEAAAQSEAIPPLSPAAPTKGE
The depositor's hits bear a star. Some of the compounds tested; the hit share may differ from the screen's.

SMILES	TbREL1 inh
CC(=O)C1=C(C)Nc2ncnn2C1c1ccc(F)cc1 (configuration not stated)	3.4
O=C(O)c1ccccc1-c1ccccc1C(=O)Nc1ccc(F)cc1	-0.3
Cc1cc(C(=O)CSc2nnnn2C)c(C)n1CCc1ccc(F)cc1	-4.0
O=C(NC1CCCCN(Cc2ccc(Cl)cc2)C1=O)c1cccc2nsnc12 (configuration not stated)	-3.6
COc1ccccc1N1CCN(C/C(O)=C(\C#N)c2nc(-c3ccccc3)cs2)CC1	-3.6
Cc1ccc(C(=O)OCC(=O)NC2CCCCC2)o1	-1.1
CCCCNC(=O)C1CCCN1C(=O)NCc1ccccc1OC (configuration not stated)	1.1
CCOc1ccc(S(=O)(=O)N2CCCC(C(=O)Nc3cc(C)cc(C)c3)C2)cc1 (configuration not stated)	1.0
COc1cccc(C(=O)N(Cc2cc3cc(C)ccc3[nH]c2=O)CC2CCCO2)c1 (configuration not stated)	-0.1
CCc1noc(C)c1C(=O)N1CCN(S(=O)(=O)c2ccc(Cl)cc2)CC1	-0.8
Cc1ccc(S(=O)(=O)N2CCN(C(=O)N3CCOCC3)C2c2ccc(N(C)C)cc2)cc1 (configuration not stated)	-5.4
COc1ccc(NC(=O)NC(C)c2ccc3c(c2)OCO3)cc1OC (configuration not stated)	3.2
CCOc1ccccc1C(=O)NCCCn1ccnc1	0.5
CCCS(=O)(=O)NC(=O)C1(C)CCCN(C(=O)CSc2ccccc2)C1 (configuration not stated)	-1.4
COc1cc(OC)cc(-c2sc3ccc(OC)cc3c2C#CCCO)c1	1.4
COc1ccc(S(=O)(=O)Cc2ccc(C(=O)N3CC(C)CC(C)C3)o2)cc1 (configuration not stated)	-3.2
CN(C(=O)c1ccc(NC(=O)Cc2ccc(NC(=O)C3CCCN(C(=O)c4ccccc4)C3)cc2)cc1)C1CC1 (configuration not stated)	-1.2
CCOC(=O)N1CCN(c2nnnn2-c2ccccc2)CC1	0.1
O=C(Nc1ccccc1N1CCN(C(=O)c2ccc(Cl)cc2)CC1)c1cccnc1	-3.9
CCOC(=O)C1=C(COC(=O)/C=C/c2ccc(C)o2)NC(=O)NC1C (configuration not stated)	-3.8
CN(C)S(=O)(=O)c1ccc2c(c1)c(=O)c(C(=O)N1CCOCC1)cn2C	-0.5
O=C(NNC(=O)c1cccnc1)Nc1ccccc1	-2.8
COC(=O)C1=C(C)NC2=C(C(=O)CCC2)C1c1cccs1 (configuration not stated)	-0.5
Cc1cc(C)c2cc(C#N)c(NCCCNC(=O)c3cccnc3)nc2c1	6.6
O=C(CSc1nc2nn(-c3ccccc3)c(=O)c-2c2n1CCCCC2)NCCCc1ccccc1	1.4
(further entries)
SMILES	TbREL1 inh
Cc1cccc(NC(=S)N2CCCC(c3nc4ccccc4[nH]3)C2)c1 (configuration not stated)	-6.4
O=C(NCCCc1ccccc1)Nc1ccccc1	1.3
CCOC(=O)C1CCCN(c2c(NCCCN(C)c3ccccc3)c(=O)c2=O)C1 (configuration not stated)	-6.2
Cc1cc(C)nc(SCC(=O)Nc2nccs2)n1	0.2
Cn1c(N)c(C(=O)COC(=O)Cc2ccc(Cl)cc2)c(=O)n(C)c1=O	-0.7
CCOC(=O)N1CC(C)N(C(=S)Nc2ccccc2)CC1C (configuration not stated)	-3.8
COc1cccc(CNC(=O)C2C3C=CC4(CN(Cc5ccccc5)C(=O)C24)O3)c1OC (configuration not stated)	7.3
O=C(NCCc1ccccc1)C1CCC(CNS(=O)(=O)c2cccs2)CC1 (configuration not stated)	-1.9
Cc1ccc(SCCC(=O)N2CCC(C(N)=O)CC2)cc1	-0.6
CC(Oc1cccc(F)c1)C(=O)Nc1ccc(N2CCOCC2)cc1 (configuration not stated)	-2.6
CCCCN1CC[C@H]2C=CC[C@@H](C(=O)Nc3nccs3)[C@H]2C1=O	-0.1
N#CC1(NC(=O)CSc2nnc(Nc3ccccc3F)s2)CCCC1	-1.0
C=CCNC(=O)c1cc(Cl)ccc1Cl	0.8
CCOC(=O)c1cnc(-c2ccccc2)nc1N1CC(C)OC(C)C1 (configuration not stated)	4.7
COc1ccccc1CC(=O)Nc1ccc([N+](=O)[O-])cc1OC	-1.8
O=C(N/N=C/c1cn(-c2ccccc2)nc1-c1cccs1)c1ccc(Cl)cc1	2.9
Cc1cccc(NS(=O)(=O)c2ccc(C(=O)NCC3(N4CCCCC4)CCCCC3)cc2)c1C	6.9
COc1ccc(C(CNC(=O)c2ccc(-c3ccccc3Cl)o2)N2CCOCC2)cc1 (configuration not stated)	4.1
O=C(Cc1ccc(Cl)cc1)OCC(=O)c1ccc[nH]1	-0.5
COc1cccc(CNC(=O)C2CCCN(c3ncnc4c3nc3n4CCCCC3)C2)c1 (configuration not stated)	0.1
CCOCCSC1=C(C#N)C(c2cccs2)C(C(C)=O)=C(C)N1 (configuration not stated)	-2.1
Cc1ccc(C(=O)Nc2cc(C)nn2CCC#N)cc1	4.0
O=C(COc1ccc(Cl)cc1)Nc1nc(-c2ccncc2)cs1	3.0
C[C@@H]1NC(=O)[C@H](CCC(=O)O)NC(=O)c2cc([N+](=O)[O-])cc(F)c2NCCC[C@@H](C(N)=O)NC1=O	-0.6
Cc1nc2ccccc2nc1OCC(=O)N1CCN(c2ccccc2)CC1	0.0

Copied from the entries so far for reference:
SMILES	TbREL1 inh
COc1cccc(C(=O)N(Cc2cc3cc(C)ccc3[nH]c2=O)CC2CCCO2)c1 (configuration not stated)	-0.1
CCc1noc(C)c1C(=O)N1CCN(S(=O)(=O)c2ccc(Cl)cc2)CC1	-0.8
Cc1ccc(S(=O)(=O)N2CCN(C(=O)N3CCOCC3)C2c2ccc(N(C)C)cc2)cc1 (configuration not stated)	-5.4
COc1ccc(NC(=O)NC(C)c2ccc3c(c2)OCO3)cc1OC (configuration not stated)	3.2
CCOc1ccccc1C(=O)NCCCn1ccnc1	0.5
CCCS(=O)(=O)NC(=O)C1(C)CCCN(C(=O)CSc2ccccc2)C1 (configuration not stated)	-1.4
COc1cc(OC)cc(-c2sc3ccc(OC)cc3c2C#CCCO)c1	1.4

Next part:
SMILES	TbREL1 inh
COc1ccccc1CNC(=O)[C@@H]1CCCN1C(=O)[C@@H]1Cc2ccccc2CN1C(=O)OC(C)(C)C	-1.2
C/C(=N\NC(=S)Nc1cccc(C)c1)c1cccc(N)c1	-4.5
CN1CCN(c2ccc(-c3csc(N4CCC(C(N)=O)CC4)n3)cc2)CC1	8.6
O=C(NNC(=O)c1cccnc1)Nc1cccc(Cl)c1Cl	-0.1
CCN(CC)C(=O)CN(c1ccc(Cl)cc1)S(=O)(=O)c1ccccc1	-0.8
c1ccc(OCc2nn3c(-c4n[nH]c5c4CCC5)nnc3s2)cc1	2.2
CC(=O)c1ccc(N(C(=O)c2csnn2)C(C(=O)NC(C)(C)C)c2cccs2)cc1 (configuration not stated)	-3.6
COc1ccc(N2CCN(C(=O)CCCCCn3c(=O)[nH]c4ccsc4c3=O)CC2)cc1	-4.6
O=C(Nc1nnc(C(F)(F)F)s1)C1COc2ccccc2O1 (configuration not stated)	3.8
Cc1cc(C)c(NC(=O)CNC(=O)c2ccc3c(=O)n4c(nc3c2)CCC4)c(C)c1	0.1
CN(C)Cc1c(-c2ccc(Cl)cc2)nc2ccccn12	1.9
O=c1cc(-c2ccccc2)nc(SCc2ccccc2)[nH]1	-0.3
CCCCN(C(=O)C1CSC2(C)CCC(=O)N12)c1c(N)n(CC(C)C)c(=O)[nH]c1=O (configuration not stated)	2.5
CSc1c(SCc2ccccc2)cnn(Cc2ccccc2)c1=O	4.9
CC(C)Nc1ccc(C(CC(N)=O)NC(=O)Cc2ccc(Cl)cc2)cc1[N+](=O)[O-] (configuration not stated)	1.2
CC(C)Cn1c(=O)c2c(nc3n2CCCN3Cc2ccccc2)n(C)c1=O	-2.4
Cn1c(Cc2cccc3ccccc23)nnc1SCC(=O)N1CCN(c2ccccc2)CC1	1.9
COc1ccccc1CN1CCCC(N2CCN(c3ccc(F)cc3)CC2)C1 (configuration not stated)	-4.1
Cc1ccccc1CN1CCCCC(NC(=O)C2CCCCC2)C1=O (configuration not stated)	0.7
COC(=O)[C@]12C[C@H](CC(=O)NCC3CCCCC3)C(=O)N(Cc3ccc(Cl)cc3Cl)C1=C[C@H](COCc1ccccc1)O[C@@H]2C	6.1
COc1ccc(C(=O)NCCNc2nc3cc(C)c(C)cc3cc2C)cc1	1.2
COc1ccc(-c2noc(CNC(=O)c3ccc4c(c3)OCO4)n2)cc1OC	-4.3
O=C(Nc1ccccc1)Nc1c(-c2ccc(F)cc2)nc2ncccn12	-1.0
Cc1ccc(S(=O)(=O)NCCCC(=O)C=[N+]=[N-])cc1	0.3
Clc1ccc(-c2nc3c4ccccc4ccn3c2Cc2cccc(Cl)c2)cc1	1.5
(next part)
SMILES	TbREL1 inh
COC(=O)C(Cc1ccccc1)NC(=O)CNS(=O)(=O)c1ccc(Br)cc1 (configuration not stated)	-3.5
COc1cc(CNCCCN2CCOCC2)ccc1OCC(=O)Nc1cccc(C(F)(F)F)c1	2.0
CCC1CCc2sc(C(=O)N(C)CC(=O)Nc3ccc(OC)cc3)cc2C1 (configuration not stated)	-2.4
COCCCNCC(=O)c1c(N)n(Cc2ccccc2)c(=O)n(C)c1=O	4.7
CC(=O)Nc1cccc(-c2csc(Nc3ncccn3)n2)c1	-1.8
O=C(c1ccco1)N1N=C(c2ccc(Br)cc2)CC1c1ccco1 (configuration not stated)	0.6
O=[N+]([O-])c1ccc(S(=O)(=O)Nc2ccc(S(=O)(=O)N3CCCC3)cc2)cc1	0.0
Cc1ccc(-n2ncc(N(C)C)c(Cl)c2=O)cc1	2.9
Cc1ccc(S(=O)(=O)CCC(=O)NCCN2C(=O)S/C(=C\c3ccccc3)C2=O)cc1	0.7
O=C(CN1CCOCC1)Nc1nc(-c2ccc3c(c2)CCN3S(=O)(=O)c2ccccc2)cs1	-1.4
Cc1cc(C(=O)OC(C)C(=O)NC2CCCCC2)c(C)o1 (configuration not stated)	0.8
CCCCCCn1c(-c2ccco2)nc2oc3cc(OC)ccc3c(=O)c2c1=O	1.4
CC(C)(C)C1CCc2c(C(=O)NNC(=O)/C=C/C(=O)O)csc2C1 (configuration not stated)	1.1
O=C(O)CCCC(=O)Nc1ccn(-c2ccccc2)n1	6.3
COC(=O)c1ccc(COC(=O)c2ccc(-n3cnnn3)cc2)o1	1.1
COc1ccccc1N1CCN(C(=O)c2cccc(S(=O)(=O)NCc3cccnc3)c2)CC1	-2.4
CC(C)[C@H](NC(=O)OCc1ccccc1)C(=O)OCc1ccccc1	-1.9
COc1ccc(C2c3ccc(O)cc3Oc3ncn4nc(-c5ccncc5)nc4c32)cc1OC (configuration not stated)	-0.8
O=C(COC(=O)c1ccc(-n2cnnn2)cc1)Nc1cc(Cl)ccc1F	-0.1
O=C(Nc1ccccc1C(=O)NCc1ccco1)c1ccco1	-0.7
O=C(OCc1c(F)cccc1Cl)c1cnc2ccccc2n1	-2.9
Cc1ccccc1OCCC(=O)Nc1ccc2c(C)cc(=O)oc2c1	5.8
CCCCCCCC(=O)N[C@H]1CC[C@@]23CCCN2C(=O)CCC[C@H]3[C@H]1CCC	1.1
NC(=O)Cn1cc(/C=N\NS(=O)(=O)c2ccc(Cl)cc2)c2ccccc21	-1.6
CCCCCCCCN1C(=O)[C@H](CC(=O)N2CCN(C(=O)c3ccco3)CC2)C[C@@]2(C(=O)OCC)CCCC=C12	-2.9

Six compounds out of the list above, ordered by their value in TbREL1 inh, highest first.
SMILES	TbREL1 inh
Cc1ccccc1OCCC(=O)Nc1ccc2c(C)cc(=O)oc2c1	5.8
COCCCNCC(=O)c1c(N)n(Cc2ccccc2)c(=O)n(C)c1=O	4.7
CCCCCCn1c(-c2ccco2)nc2oc3cc(OC)ccc3c(=O)c2c1=O	1.4
CC(C)(C)C1CCc2c(C(=O)NNC(=O)/C=C/C(=O)O)csc2C1 (configuration not stated)	1.1
O=C(CN1CCOCC1)Nc1nc(-c2ccc3c(c2)CCN3S(=O)(=O)c2ccccc2)cs1	-1.4
COC(=O)C(Cc1ccccc1)NC(=O)CNS(=O)(=O)c1ccc(Br)cc1 (configuration not stated)	-3.5

(continued)
SMILES	TbREL1 inh
COc1ccc(S(=O)(=O)NC(CC(C)C)C(=O)NC(C)c2cccs2)cc1 (configuration not stated)	0.6
O=C(Nc1ccc(C(=O)O)cc1)/C(=C\c1ccc2c(c1)OCO2)NC(=O)c1ccccc1	0.7
CCOC(=O)N1CCN(C(=O)CSc2nnc(-c3cccs3)o2)CC1	1.0
O=C(CSc1nnc(-c2ccccc2)n1-c1ccc(Cl)cc1)Nc1ccc2cn[nH]c2c1	3.8
COC(=O)[C@]12CCCCC=C1N(CCc1ccc(OC)c(OC)c1)C(=O)[C@H](CC(=O)NCc1ccc(C)o1)C2	-0.7
CC1CCN(C(=O)C2CCC(CNc3c(N4CCCCC4)c(=O)c3=O)CC2)CC1 (configuration not stated)	-1.8
COC(=O)c1ccc(Cn2ccc3ccc(-c4ccc5ccn(C(=O)c6ccc(C)cc6)c5c4)cc32)cc1	-2.4
CCCOc1ccc(C(=O)NC(C)C(=O)O)cc1 (configuration not stated)	-0.4
COc1ccc(CN2C(=O)[C@@](O)(c3cccn3C)c3cc(Br)ccc32)cc1	-5.4
Cc1cc(-c2ccccc2)nc(N2CCC(C(=O)NC(C)C)CC2)n1	6.3
COc1ccc(O)c(C(=O)c2cc(C#N)c(=O)n(-c3ccc(Cl)cc3)c2)c1	6.3
Cc1sc2ncnc(OCC(=O)N3CCN(S(=O)(=O)c4ccc(Cl)cc4)CC3)c2c1C	1.3
O=C(COC(=O)CCc1ccccc1)NC1CCS(=O)(=O)C1 (configuration not stated)	-0.3
COc1ccc(C(=O)OCC(=O)N2CCCC2=O)c(OC)c1	10.8
O=C(/C=C/c1ccco1)NC(=S)Nc1ccc(N2CCCC2)cc1	4.9
C=CC[C@@H](CC(=O)N(CCO)Cc1ccccc1)C(=O)N[C@@H](COC(=O)[C@@H](CC=C)Cc1ccc(F)cc1)Cc1c[nH]c2ccccc12	-0.8
CN1OC[C@@H]2CN(C(=O)CCc3ccccc3)[C@H](c3ccc(N4CCCCC4)cc3)C[C@@H]21	-6.8
CCC[C@H]1CN(c2ccc(OC)cc2)C(=O)[C@@H]1CC(=O)Nc1ccccc1	-2.4
C=CCn1c(SCC(=O)N2CCc3ccccc3C2)nc2sc(CC)cc2c1=O	1.2

Screening data: PubChem BioAssay, The Scripps Research Institute Molecular Screening Center
